DENV2 CPE rescue: inhibitors of DENV2 cytopathic effect; DENV2-infected cells, cytopathic effect rescue, plate reader; CPE inhibition, % at 9.99 µM; 350,000 tested, 1.7% active; AID 651640; in the data active = CPE inhibition above about 20%, passing the limit was not always enough; inconclusive = no clear call, values can overlap the other calls; tested in BHK-21 cells;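 also: 0% = median of neutral control wells and 100% = median of positive control wells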
CFTR F508del cor: correctors of CFTR F508del function in bronchial epithelial cells. CFBE cells, YFP halide quenching; stimulated with forskolin plus potentiator P3; % fluorescence drop versus neutral controls. activity (quench increase), % at 7.58 µM. 350,000 tested, 0.36% active;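 active = mean added fluorescence quench of at least 8% versus neutral control, with both replicates also reaching 8%; inconclusive = only one of the mean or replicate conditions met; inactive = mean below 8% and not both replicates reaching 8%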;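 also: cells transiently co-express mutant CFTR-F508del with the halide-sensitive YFP; corrector assay measuring rescue of mutant channel to the surface after 24 h compound exposure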
INS-1E GSIS act: GLuc luminescence reporter in INS-1E cells, primary screen for activators of glucose-dependent secretion of insulin. INS-1E GLuc reporter insulin secretion, 2-3 h. activation, % at 16.6 µM. 370,000 tested, 0.61% active;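 active = lowest replicate activation of at least 40%, so every replicate reaches that level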;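 also: 0% = median of neutral control wells and 100% = median of IBMX positive control wells; some compounds called inactive have numbers as strong as hits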
ARNT-TACC3 inh: disrupts binding between human ARNT and TACC3 | Q9Y6A5 | AlphaScreen His-ARNT PAS-B/GST-TACC3 binding, luminescence; TACC3 fragment carries E629A point mutation | inhibition, % at 9.99 µM | 390,000 tested, 0.66% active | AID 623870;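 active = mean inhibition of replicates at least 50% and at least half of replicates each reaching 50%; inconclusive = half or more replicates reach 50% but mean below 50%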;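 also: 0% = complete ARNT plus TACC3 wells and 100% = ARNT alone without TACC3; many hits fall short of the cut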
PAX8 reporter: PAX8 transcriptional activity inhibition | inhibition, % at 12.6 µM | RMG-I TPO-luciferase reporter, SteadyGlo, 24 h | AID 652154 | 360,000 tested, 1.2% active;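 active = mean replicate inhibition at least 60% with every replicate also reaching 60%; inconclusive = only one of the two criteria is met; inactive = mean below 60% and not all replicates reaching 60%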;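 also: luciferase light reporting Pax8 driven TPO promoter activity; plate controls were median of neutral control wells for no effect and mitoxantrone controls for full effect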
XiGFP reactiv: activators of X-chromosome reactivation in mouse fibroblasts; XiGFP mouse fibroblasts, % GFP-positive cells imaging, 3 d; cells co-treated with 5-aza-dC sensitizer; scaled so ellipticine positive control = 100%; activation, % at 7.58 µM; 360,000 tested, 0.055% active;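 active = mean normalized replicate activation at least 10% and every replicate at or above 10%; inconclusive = only one of the two criteria met; inactive = mean below 10% and not all replicates reach 10%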;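 also: 0% = median of on-plate neutral control wells and 100% = ellipticine 6 µM median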
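System: SV40-immortalized XiGFP fibroblast cells, line 68-5-11 / Incubation: 3-day compound exposure, then 15 min fixation at room temperature / Compound: single concentration per compound, delivered by pin transfer / Buffer or medium: DMEM plus 5-aza-dC sensitizer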
ERp5 inh: blocks human ERp5 reductase activity on insulin; ERp5 insulin aggregation, absorbance 650 nm, 90 min; inhibition, % at 9.99 µM; Q15084; 350,000 tested, 0.05% active;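 active = mean replicate inhibition above about 25%, with every replicate also reaching it, limit read from the data, passing the limit was not always enough; inconclusive = only one of those two criteria met; inactive = neither criterion met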
Target sequence (Q15084 whole entry, looked up): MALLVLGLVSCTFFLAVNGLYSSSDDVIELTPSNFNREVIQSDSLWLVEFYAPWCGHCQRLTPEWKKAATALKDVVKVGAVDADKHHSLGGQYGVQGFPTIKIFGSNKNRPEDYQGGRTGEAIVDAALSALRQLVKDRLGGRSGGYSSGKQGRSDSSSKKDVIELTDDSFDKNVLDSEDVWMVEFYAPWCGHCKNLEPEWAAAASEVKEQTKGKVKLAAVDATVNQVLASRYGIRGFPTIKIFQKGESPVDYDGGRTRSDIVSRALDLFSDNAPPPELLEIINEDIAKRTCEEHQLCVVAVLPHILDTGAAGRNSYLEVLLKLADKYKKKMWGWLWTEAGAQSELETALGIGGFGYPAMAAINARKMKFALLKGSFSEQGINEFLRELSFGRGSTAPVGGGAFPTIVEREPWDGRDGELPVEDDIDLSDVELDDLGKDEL
EWS-Fli inh: blocks EWS/Fli oncoprotein-driven transcription; A673 NR0B1-luciferase reporter, viability-normalised; inhibition, % at 12.6 µM; 350,000 tested, 0.67% active;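 active = mean inhibition of at least 50% after viability correction, with every replicate also passing that limit; inconclusive = mean reaches 50% but only one of two replicates passes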;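 also: firefly luciferase signal divided by Alamar Blue viability fluorescence both relative to DMSO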
Active calls of the source: *; u = inconclusive; x = no result given; & = joins results of further samples.

The first 11 entries, ahead of the listing:
SMILES	DENV2 CPE rescue	CFTR F508del cor	INS-1E GSIS act	ARNT-TACC3 inh	PAX8 reporter	XiGFP reactiv	ERp5 inh	EWS-Fli inh
C=CCNc1nc(C(F)(F)F)nc2c1nnn2Cc1ccccc1Cl	-5	0.3	5	4	-26	0.0	3	12
O=C(CNC(=O)c1ccc(Cl)cc1)NNC(=O)c1ccc(Br)cc1	9	2.1	12	-2	x	0.0	3	3
C[C@H](CO)N1C[C@H](C)[C@@H](CN(C)CC2CCCCC2)Oc2c(NS(=O)(=O)c3ccccc3)cccc2C1=O	-5&1	-0.9&1.5	15&2	16&2	10&-20	0.2&0.0	-3&-1	3&-5
O=C(NCC1CCCO1)C1CCCN(S(=O)(=O)c2ccc(Cl)cc2)C1 (stereo not drawn)	3	-1.0	-11	1	11	0.5	0	-4
Cc1ccc(NS(=O)(=O)c2ccccc2[N+](=O)[O-])cc1C	0	-2.0	4	2	-5	0.0	-1	-18
CNC[C@@H]1Oc2c(NC(=O)Nc3ccc(C(F)(F)F)cc3)cccc2C(=O)N([C@H](C)CO)C[C@@H]1C	u	6.4	-18	0	-1	0.0	-1	6
COc1ccc(NC(=O)COc2cc(C)cc(C)c2)cc1S(=O)(=O)N1CCCCC1	-1	3.4	-12	-9	53	0.1	-3	50
C[C@H]1CN([C@@H](C)CO)S(=O)(=O)c2ccc(C#CC3CCCC3)cc2O[C@H]1CN(C)C(=O)Nc1cc(F)ccc1F	3	2.0	-28	-9	51	-1.0	2	4
CN1CCN(c2ccc(NC(=S)NC(=O)c3cccc4c(Br)cccc34)cc2)CC1	4	0.7	3	14	-14	0.0	4	-10
CCOc1ccc(N2CC(C(=O)NCc3nnnn3-c3ccc(C)c(C)c3)CC2=O)cc1 (stereo not drawn)	-3	1.1	-2	-3	12	0.1	-2	x
COCCNC(=O)C[C@H]1CC[C@H](NS(=O)(=O)c2ccc(C)cc2)[C@@H](CO)O1	-2	-2.3	1	-12	-3	-0.3	-7	-7

The list itself, from the first entry:
SMILES	DENV2 CPE rescue	CFTR F508del cor	INS-1E GSIS act	ARNT-TACC3 inh	PAX8 reporter	XiGFP reactiv	ERp5 inh	EWS-Fli inh
C=CCNc1nc(C(F)(F)F)nc2c1nnn2Cc1ccccc1Cl	-5	0.3	5	4	-26	0.0	3	12
O=C(CNC(=O)c1ccc(Cl)cc1)NNC(=O)c1ccc(Br)cc1	9	2.1	12	-2	x	0.0	3	3
C[C@H](CO)N1C[C@H](C)[C@@H](CN(C)CC2CCCCC2)Oc2c(NS(=O)(=O)c3ccccc3)cccc2C1=O	-5&1	-0.9&1.5	15&2	16&2	10&-20	0.2&0.0	-3&-1	3&-5
O=C(NCC1CCCO1)C1CCCN(S(=O)(=O)c2ccc(Cl)cc2)C1 (stereo not drawn)	3	-1.0	-11	1	11	0.5	0	-4
Cc1ccc(NS(=O)(=O)c2ccccc2[N+](=O)[O-])cc1C	0	-2.0	4	2	-5	0.0	-1	-18
CNC[C@@H]1Oc2c(NC(=O)Nc3ccc(C(F)(F)F)cc3)cccc2C(=O)N([C@H](C)CO)C[C@@H]1C	u	6.4	-18	0	-1	0.0	-1	6
COc1ccc(NC(=O)COc2cc(C)cc(C)c2)cc1S(=O)(=O)N1CCCCC1	-1	3.4	-12	-9	53	0.1	-3	50
C[C@H]1CN([C@@H](C)CO)S(=O)(=O)c2ccc(C#CC3CCCC3)cc2O[C@H]1CN(C)C(=O)Nc1cc(F)ccc1F	3	2.0	-28	-9	51	-1.0	2	4
CN1CCN(c2ccc(NC(=S)NC(=O)c3cccc4c(Br)cccc34)cc2)CC1	4	0.7	3	14	-14	0.0	4	-10
CCOc1ccc(N2CC(C(=O)NCc3nnnn3-c3ccc(C)c(C)c3)CC2=O)cc1 (stereo not drawn)	-3	1.1	-2	-3	12	0.1	-2	x
COCCNC(=O)C[C@H]1CC[C@H](NS(=O)(=O)c2ccc(C)cc2)[C@@H](CO)O1	-2	-2.3	1	-12	-3	-0.3	-7	-7
COc1cccc(-c2ccc3c(c2)O[C@H](CN(C)Cc2ccncc2)[C@H](C)CN([C@H](C)CO)S3(=O)=O)c1	-6	-2.6	3	1	12	0.7	3	6
CCN(CC(=O)Nc1ccc(NC(C)=O)cc1)CC(=O)Nc1ccc(Cl)c(Cl)c1	0	1.4	-4	-1	-12	0.0	3	8
C[C@H]1CN([C@@H](C)CO)S(=O)(=O)c2ccc(C#CC(C)(C)O)cc2O[C@@H]1CN(C)Cc1ccc(-c2ccccc2)cc1	10	-4.5	-7	-5	x	0.3	4	68*
O=C(NCC[C@H]1CC[C@@H](NS(=O)(=O)c2cccc(F)c2)[C@@H](CO)O1)C1CCCCC1	-3	2.1	1	1	-3	0.0	-3	3
COc1ccccc1C(=O)COC(=O)CN1C(=O)C2CC=CCC2C1=O (stereo not drawn)	2	1.0	7	9	14	0.3	-1	6
C=CCNC(=O)c1cccc(NS(=O)(=O)c2ccc(Cl)cc2)c1	0	0.3	-32	-12	15	0.0	-3	-4
Cc1noc(C)c1S(=O)(=O)N(C)C[C@H]1OCCCC[C@@H](C)Oc2ccc(NC(=O)c3ccccc3)cc2C(=O)N([C@H](C)CO)C[C@@H]1C	4	0.6	-16	-11	13	-0.3	0	2
O=C(O)Cc1sc(Nc2ccc(F)cc2)nc1-c1cccs1	3	1.7	-1	-3	-59	0.2	-5	-57
CCCN(C)C[C@H]1OCCCC[C@@H](C)Oc2ccc(NS(=O)(=O)c3cn(C)cn3)cc2C(=O)N([C@H](C)CO)C[C@H]1C	x	-3.7	0	x	-8	0.4	x	4
COc1ccc(CC(=O)Nc2ccc(N3CCOCC3)cc2)cc1S(=O)(=O)N1CCOCC1	2	-3.5	-16	4	15	1.2	-7	-1
CCCCCC(=O)Nc1ccc(S(=O)(=O)Nc2ccc(Cl)nn2)cc1	6	-0.5	-4	x	-6	0.2	0	9
Cc1ccccc1OCC1Cn2c(nc3c2c(=O)n(C)c(=O)n3C)O1 (stereo not drawn)	-5	-0.7	-6	-3	15	0.2	6	19
O=C(c1cc2ccccc2oc1=O)N1CCOCC1	6	-6.0	7	0	-110	0.1	4	-109
C[C@@H]1CN([C@@H](C)CO)C(=O)Cc2cc(NS(=O)(=O)c3cn(C)cn3)ccc2O[C@H]1CN(C)C(=O)Nc1cccc2ccccc12	10	-5.3	1	x	-5	0.0	0	-22
COc1ccc(N(CC(=O)Nc2nc3ccc(C)cc3s2)S(=O)(=O)c2c(C)nn(C)c2C)cc1	3	1.5	-19	4	11	0.1	-6	-9
CCOc1ccc2[nH]cc(S(=O)(=O)c3ccc(C)cc3)c(=O)c2c1	60*	3.6	x	3	-9	0.0	4	-8
O=C(COC(=O)c1cc(Cl)ccc1O)c1ccc2c(c1)OCO2	u	0.3	1	-3	-44	0.0	7	-1
O=C(CNC(=O)c1ccc(-c2ccccc2)cc1)Nc1ccc(S(=O)(=O)Nc2ncccn2)cc1	6	-0.7	2	-17	2	0.1	-3	-9
Cc1ccc(S(=O)(=O)N(C)C)cc1NC(=O)C(C)N(C)Cc1sccc1C (stereo not drawn)	-2	-3.2	-24	-2	19	0.3	7	43
CCOC(=O)c1c(C)[nH]c(C(=O)COC(=O)CNC(=O)c2ccccc2Cl)c1C	x	x	19	-4	-36	0.3	x	x
COC(=O)[C@@H]1OC(=O)[C@H]2O[C@@]23[C@@]1(C)CC[C@@H]1[C@@]2(C)C=CC(=O)OC(C)(C)[C@@H]2CC(=O)[C@]13C	x	-1.3	-3	7	1	0.4	-2	-5
O=C(Cn1cc(S(=O)(=O)Cc2ccccc2F)c2ccccc21)N1CCOCC1	-6	3.3	7	-18	x	0.1	-1	x
Cc1ccc2[nH]cc(CCCN3C(=O)c4ccccc4C3=O)c2c1	-4	0.4	4	x	-23	-0.1	-56	7
CCCCc1cc(=O)oc2c(C)c(OCc3nn[nH]n3)ccc12	7	-1.1	4	1	16	0.0	-4	4
COc1ccc(CNc2ncnc3sccc23)cc1	-7	5.5	-35	x	36	0.2	0	40
CCOc1ccc(NC(=O)CN(C)C(=O)c2cc3c(s2)CCC3)cc1OCC	0	-1.1	-5	x	2	0.0	-3	-8
COc1ccc(N2CCN(CC(=O)Nc3ccc(C)cc3)CC2)cc1	1	-3.1	-21	x	14	0.2	-2	-8
CCCC1C(=O)N2C(N(C)C)=Nc3ccc(C)cc3N2C1=O (stereo not drawn)	7	x	x	-3	-5	-0.1	-2	-10
CCCOc1ccc(N2C(=O)CC(N3CCN(c4ccc([N+](=O)[O-])cc4)CC3)C2=O)cc1 (stereo not drawn)	1	-0.3	-4	6	-4	0.0	-1	10
Cc1cccc(NC(=O)Cn2nnc(C(=O)NCc3ccco3)c2N)c1	0	1.8	1	x	7	0.1	-3	3
CCN(CC)c1ncnc2c1ncn2[C@H]1CN(Cc2ccccc2)C[C@@H](COC(C)=O)O1	-3	-0.7	-8	x	-4	0.0	2	-1
C[C@@H]1CCCCO[C@H](CN(C)CC2CC2)[C@H](C)CN([C@@H](C)CO)C(=O)c2cc(NC(=O)c3ccncc3)ccc2O1	-2	-1.1	4	2	-2	0.4	-1	-9
Cc1cccc(NC(=O)C2C(c3ccccc3)C2(Cl)Cl)c1 (stereo not drawn)	4	2.6	x	-5	2	1.2	-7	-14
Cn1c(=O)c2c(O)c(Cc3ccccc3)c(=O)[nH]c2n(C)c1=O	x	-4.0	-1	-13	-12	0.0	1	8
CCOc1cc(/C=C2\N=C(C)OC2=O)cc(Br)c1OCC(=O)OC	0	-1.9	22	18	x	x	4	4
CCN(CC(=O)NC(=O)NCc1ccccc1)Cc1nc2ccccc2c(=O)[nH]1	-4	-2.3	4	-3	-6	0.0	2	1
Cc1ccc(C)c(OCc2cc(C(=O)N(C)Cc3nccs3)no2)c1	16	2.6	0	-1	-106	0.0	-16	-47
O=C(CCCN1C(=O)/C(=C\c2cccc(Br)c2)SC1=S)Nc1cccnc1	-1	2.3	-1	-2	106*	0.0	1	25
CN(C)S(=O)(=O)c1cc(NC(=O)CSc2ncc(C(F)(F)F)cc2Cl)ccc1Cl	x	x	-19	-7	18	0.0	x	x
C#CCOCCOCCOCCNc1nc(N2CCN(C(=O)[C@H]([C@@H](C)CC)n3cc(CCC(=O)O)nn3)CC2)nc(N2CCN(C(=O)[C@H](CCCCN)n3cc(CC(C)O)nn3)CC2)n1 (stereo partly drawn)	-2	5.1	21	-10	-10	0.1	0	-5
Cc1ccc(S(=O)(=O)N(C)C)cc1NC(=O)c1cc(=O)[nH]c2ccccc12	3	-2.6	x	-3	24	-0.1	5	5

Assay outcomes from PubChem.
